CFTR F508del cor = CFTR F508del correction in bronchial cells | 350,000 compounds, 0.36% hits | CFBE cells, YFP halide quenching; stimulated with forskolin plus potentiator P3; % fluorescence drop versus neutral controls | activity (quench increase), % at 7.58 µM | AID 720511;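 active = mean added fluorescence quench of at least 8% versus neutral control, with both replicates also reaching 8%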;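 note: cells transiently co-express mutant CFTR-F508del with the halide-sensitive YFP; corrector assay measuring rescue of mutant channel to the surface after 24 h compound exposure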
PGC1a acetyl inh = lowers PGC1a acetylation signal in U2OS cells. AlphaScreen anti-acetyl-lysine; with virally co-expressed GCN5 acetyltransferase. inhibition, % at 15.6 µM. 350,000 compounds, 0.17% hits. AID 651687;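 active = every replicate shows inhibition of at least 40%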;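 note: 0% = neutral control wells and 100% = positive control wells; some results beyond the cut were filed as inactive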
PglD inh = PglD (C. jejuni) enzyme inhibition. purified PglD enzyme, DTNB colorimetric CoA detection. inhibition, % at 12.5 µM. 360,000 compounds, 0.098% hits; in the data active = inhibition above about 16%, passing the limit was not always enough; note: strong numbers were not always called active
FN deposition inh = fibronectin deposition inhibition | AH1F fibroblasts, Alexa488-fibronectin deposition fluorescence, overnight | 350,000 compounds, 0.086% hits | AID 743247 | inhibition, % at 12.6 µM;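 active = mean inhibition across replicates of 30% or more, regardless of how many single replicates reach that level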;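 note: positive control wells lacked labelled fibronectin entirely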
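Material: AH1F fibroblast monolayer depositing Alexa488-labelled fibronectin into matrix / Amount: 10000 AH1F cells per well / Signal: fluorescence 485/525 nm / Medium: DMEM, 2% serum / Compound: single dose, pinned / Incubation: 1 h cell adhesion before compound, then overnight fibronectin incubation / Reagent: Alexa488-FN, 24 nM final / Read-out: inhibition of fibronectin deposition signal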
miR-122 sensor = miR-122 inhibition in Huh7 cells | Huh7 miR-122 Renilla luciferase sensor, 48 h; neutral wells = 0, positive control = 100 | activation (reporter increase), % at 12.5 µM | 340,000 compounds, 0.3% hits;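 active = mean replicate activation score at least 90 and every replicate individually at or above 90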;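 note: higher luciferase means less miR-122 activity so hits act as miR-122 inhibitors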
Statin myotox sup = suppressors of simvastatin-induced myotoxicity in C2C12 myotubes. ATP luminescence, 48 h; scaled: DMSO 0, geranylgeraniol control 100. rescue of ATP level, % at 7.49 µM. 330,000 compounds, 0.78% hits. AID 602340;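 active = mean ATP rescue above about 67%, or every replicate alone reaching that limit, limit read from the data, passing the limit was not always enough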;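 note: myotubes were challenged with 10 µM simvastatin during compound exposure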
Cneo AK release = causes C. neoformans cell lysis | adenylate kinase release luminescence, 4 h; normalised: neutral wells 0, clomiphene wells 100 | lysis activity, % at 15 µM | 360,000 compounds, 0.2% hits;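 active = mean lysis activity across replicates of at least 80%, whatever share of replicates individually reach that level; inactive = mean lysis activity below 80%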
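read-out = cell lysis signal | test system = log-phase Cryptococcus neoformans yeast cells | input = cells at 5 × 10^6 per mL | medium = fresh YPD growth medium | signal = luminescent adenylate kinase detection reagent | timing = 4 h at 37 °C static, read 1 h later | dosing = single dose | controls = Clomiphene as positive lysis control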
INS-1E GSIS act = primary screen for activators of insulin secretion dependent on glucose, INS-1E cells, GLuc reporter luminescence. INS-1E GLuc reporter insulin secretion, 2-3 h. activation, % at 16.6 µM. 370,000 compounds, 0.61% hits. AID 743287;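 active = lowest replicate activation of at least 40%, so every replicate reaches that level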;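 note: 0% = median of neutral control wells and 100% = median of IBMX positive control wells; some compounds called inactive have numbers as strong as hits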
Active calls of the source: *; · = not tested or not shown; & = joins results of further samples; [ ] = another dose, or the depositor's remark.

Compound	CFTR F508del cor	Cneo AK release	PglD inh	miR-122 sensor	FN deposition inh	PGC1a acetyl inh	Statin myotox sup	INS-1E GSIS act
CC1CCCCN1C(=S)Nc1ccc2nc3n(c(=O)c2c1)CCCCC3 (stereo not drawn)	·	0	-1	-3	-1	-2	-12	-3
O=C(CSc1nnc(NC(=O)c2cccc(F)c2)s1)NCC1CCCO1 (stereo not drawn)	-1.1	0	-1	5	·	·	·	4
Cn1c(=O)c2sccc2n2c(CCCC(=O)NCc3ccco3)nnc12	2.0	0	-2	·	-10	·	1	-5
c1ccc(-c2nc(-c3ccco3)n3ccccc23)cc1	·	0	5	-1	-4	-1	4	-36
COc1ccc(-c2noc(Cn3cc(S(=O)(=O)N4CCCC4)ccc3=O)n2)cc1	1.8	-2	0	-4	-2	-6	0	1
O=C(N/N=C\c1cccnc1)c1ccc(Cl)s1	-0.2	-2	0	·	-3	·	3	15
CCCN(C)C[C@H]1Oc2cc(Br)ccc2S(=O)(=O)N([C@H](C)CO)C[C@H]1C	1.0	0	-1	2[16.7 µM]	·	3	-8	14
O=C(Nc1cc(F)ccc1F)N[C@H]1C=C[C@@H](CC(=O)N2CCc3ccccc3C2)O[C@H]1CO	-0.9	2	-4	-12[16.7 µM]	-11	5	11	-12
Cc1ccccc1OCCOc1cccc(/C=N/NC(=O)Cc2nnc(N)s2)c1	·	-2	-4	4	·	-2	13	·
CSCCC(NC(=O)c1ccc([N+](=O)[O-])cc1Cl)C(=O)OCC(=O)NC(=O)CN1CCCC1=O (stereo not drawn)	-3.0	-2	-4	-3	5	·	-4	5
Cn1cccc1C1Nc2ccccc2NC2=C1C(=O)CC(C)(C)C2 (stereo not drawn)	·	5	3	2	·	0	-2	·
COc1ccc(NC(=O)C2Cc3c(-c4cccc(C(C)=O)c4)ccnc3O2)cn1 (stereo not drawn)	7.2	1	2	·	-5	·	·	-11
COCCCNC(=S)NC1CC2CCCC(C1)N2Cc1ccco1 (stereo not drawn)	·	1	6	-1	-9	14	13	·
COCC(=O)Nc1ccc2c(c1)C(=O)N(C)C[C@H](OC)[C@@H](C)CN(Cc1ccncc1)[C@@H](C)CO2	0.1	-4	0	-13[16.7 µM]	-7	-7	2	-2
O=C(NC1CCCCCC1)C1CCN(S(=O)(=O)N2CCC3(CC2)OCCO3)CC1	-0.7	4	-6	2	·	-9	-16	-12
C[C@@H]1CN([C@@H](C)CO)C(=O)CCCn2cc(nn2)CO[C@@H]1CN(C)S(=O)(=O)c1ccccc1F	0.2	·	·	3[16.7 µM]	-3	0	-18	7
C[C@H](CO)N1C[C@H](C)[C@H](CN(C)C)Oc2cc(C#CCC3CCCC3)ccc2S1(=O)=O	-2.4	4	-1	5[16.7 µM]	18	-5	-6	-27
Cc1cc(NC(=O)c2ccccc2)ccc1NC(=O)Cc1ccccc1	1.7	2	-7	2	-3	22	3	10
O=C(c1cc(-c2ccccc2O)on1)N1CCc2ccccc2C1	0.9	-1	0	-5	-1	19	-4	6
COc1ccc(NC(=O)C2CCC(CNc3c(N4CCOCC4)c(=O)c3=O)CC2)cc1Cl (stereo not drawn)	-0.5	0	6	-5	-1	1	·	·
CN1C(=O)c2cc(NC(=O)C3CCOCC3)ccc2OC[C@H]2O[C@@H](CC(=O)O)CC[C@@H]21	2.1	0	-2	4[16.7 µM]	-8	-2	6	8
Cc1ccc(S(=O)(=O)N(C)C[C@@H]2Oc3ncc(C#CCC(C)C)cc3C(=O)N([C@H](C)CO)C[C@H]2C)cc1	-0.3&-0.5&2.8	4&-11&-5	4&2&0	13	-11	-1&3&2	-8	-3&-8
CCOc1ccc(N2CC(C(=O)Nc3cccc(S(=O)(=O)N4CCCC4)c3)CC2=O)cc1 (stereo not drawn)	1.2	·	·	4	-4	·	21	-4
CC(CNC(=O)Cn1cnc2c(NCc3ccccc3)ncnc21)c1ccccc1 (stereo not drawn)	-1.4	-2	4	-1	-12	0	2	15
Cc1ccc(C(=O)NCc2ccc3c(c2)OCO3)cc1S(=O)(=O)N1CCOCC1	·	-2	4	7	-4	-7	9	-26

Single entries from the entries so far.
Value for `Cc1cc(NC(=O)c2ccccc2)ccc1NC(=O)Cc1ccccc1` in CFTR F508del cor: 1.7
Value for `COc1ccc(-c2noc(Cn3cc(S(=O)(=O)N4CCCC4)ccc3=O)n2)cc1` in Cneo AK release: -2
Value for `COCCCNC(=S)NC1CC2CCCC(C1)N2Cc1ccco1` (stereo not drawn) in PGC1a acetyl inh: 14
Value for `C[C@H](CO)N1C[C@H](C)[C@H](CN(C)C)Oc2cc(C#CCC3CCCC3)ccc2S1(=O)=O` in PglD inh: -1

(continued)
Compound	CFTR F508del cor	Cneo AK release	PglD inh	miR-122 sensor	FN deposition inh	PGC1a acetyl inh	Statin myotox sup	INS-1E GSIS act
COc1ccccc1CNC(=O)CCc1ccccc1	5.1	2	9	2	-2	16	15	-8
CN1CCN(S(=O)(=O)c2ccc(NC(=O)c3csc4ccccc34)cc2)CC1	0.2	2	2	21	·	-4	-62	·
CC1CCN(CCCn2c(=S)[nH]c3c(sc4ccc([N+](=O)[O-])cc43)c2=O)CC1	-0.1	-2	-3	1	-4	·	-2	-2
Cc1[nH]c2ccccc2c1C(=O)COC(=O)c1ccc[n+]([O-])c1	-4.6	·	·	·	7	2	·	5
CN(C)CCCNC(=O)c1cc(C(=O)Cc2ccc(Cl)cc2)c[nH]1	-1.0	4	1	2	10	2	-3	-3
COc1ccc(C(=O)CSc2nnc(COc3ccccc3)n2Cc2ccco2)cc1	·	-1	2	2	-1	-31	6	·
Cc1ccc(NC(=O)OCCN2CCN(Cc3ccccc3)CCC2=O)cc1C	4.0	2	6	·	-14	·	2	0
CCN(CC)S(=O)(=O)c1ccc(OC)nc1	·	1	0	3	·	12	6	11
CN1CCN(C(=O)C[C@@H]2C[C@@H]3c4cc(NC(=O)CC5CC5)ccc4O[C@@H]3[C@H](CO)O2)CC1	0.2	-6	2	5[16.7 µM]	0	-12	4	3
Oc1ccc(Br)cc1CNc1ccccn1	-0.3	·	·	·	-3	-6	·	-10
CCOC(=O)C1CCN(C(=O)c2ccc(OC)cc2OC)CC1	·	-6	8	-3	·	4	13	·
COc1ccc(Cl)cc1C(=O)CSc1nnnn1C	-3.1	·	·	·	-1	-2	·	-2
c1ccc(CSc2nnc(NC3=NCCCCC3)s2)cc1	·	-10	5	7	·	·	·	1
Cc1onc(-c2c(Cl)cccc2Cl)c1C(N)=O	·	1	-5	3	·	-2	-13	·
O=C(CO/N=C/c1c(Cl)cccc1Cl)NNC(=O)c1ccc(Cl)cc1	1.0	1	4	3	7	-11	3	-2
O=c1c2c3nc4ccccc4nc3n(Cc3ccccc3)c2ncn1Cc1ccco1	·	4	-4	-8	·	4	43	·
CN1C(=O)/C(=C/c2ccc(C(=O)NC3CCCC3)cc2)Oc2ccccc21	-3.9	·	·	3	3	-5	-31	-3
O=C(c1ccco1)N1CCN=C1SCc1cccc(F)c1	1.8	-2	-4	1	-4	2	5	-1
NS(=O)(=O)c1ccc(CCNC(=O)C(c2ccccc2)c2ccccc2)cc1	2.8	0	-2	0	5	-1	10	8
N#C[C@H]1[C@@H](c2ccc(C3=CCCCC3)cc2)[C@@H](CO)N1C(=O)NC1CCCC1	3.3	·	·	·	4	-5	·	-2
C[C@@H]1CN([C@H](C)CO)C(=O)c2cccc(NC(=O)C3CC3)c2O[C@@H]1CN(C)Cc1ccccc1	0.3	-3	1	-5[16.7 µM]	·	3	-5	6
O=C(NCc1ccccn1)C1CCN(S(=O)(=O)c2ccccc2C(F)(F)F)CC1	1.2	0	3	-2	-3	·	-1	-5
Cc1ccc(NC(=O)c2cc([N+](=O)[O-])ccc2NCc2cccnc2)cc1Cl	·	3	2	8	5	·	·	·
COC(=O)c1ccc(N2CCN(C(=O)C3CC3)CC2)c([N+](=O)[O-])c1	-1.0	1	-1	1	-1	·	-12	39
CN1CCN(C(=O)C[C@H]2CC[C@H]3[C@@H](COC[C@@H](O)CN3S(=O)(=O)c3cccc(F)c3)O2)CC1	0.7	-2	-1	23[16.7 µM]	-9	5	-3	20

An excerpt from above, limited to CFTR F508del cor.
mol	CFTR F508del cor
COc1ccccc1CNC(=O)CCc1ccccc1	5.1
CN1CCN(S(=O)(=O)c2ccc(NC(=O)c3csc4ccccc34)cc2)CC1	0.2

More entries follow:
Compound	CFTR F508del cor	Cneo AK release	PglD inh	miR-122 sensor	FN deposition inh	PGC1a acetyl inh	Statin myotox sup	INS-1E GSIS act
CCOC(=O)Oc1ccc2c(=O)c(Oc3cccc(C)c3)coc2c1	2.1	-2	1	-25	·	-7	2	-29
COc1ccccc1C#Cc1ccc([C@H]2[C@@H](CO)N3CCCCN(C(=O)C4CCC4)C[C@H]23)cc1	1.4	11	-3	-10[16.7 µM]	15	-11	-36	-13
Cc1cc(S(=O)(=O)Nc2cccc(C(=O)O)c2)c(C)c(S(=O)(=O)c2ccc(Cl)cc2)c1	-1.7	4	-5	7	1	-21	7	15
CSc1ccccc1C(=O)NCCCn1ccnc1	-1.0	6	-4	-10	7	16	2	2
CCc1noc(C)c1C(=O)OC(C)C(=O)Nc1cc([N+](=O)[O-])ccc1OC (stereo not drawn)	1.8	·	·	-7	·	3	·	10
CCNC(=O)C[C@H]1CC[C@H]2[C@H](COc3ccc(NC(=O)c4cccc(OC)c4)cc3C(=O)N2C)O1	0.5	-1	-1	-3[16.7 µM]	10	2	-7	17
COc1ccc(C(=O)NCC(c2ccco2)N2CCOCC2)cc1OC (stereo not drawn)	-1.4	-1	1	·	-6	·	-10	19
CCCCCCC(=O)Oc1cccc(C2=CC(=O)CC(C)(C)C2=O)c1	-1.1	8	-2	1	·	0	-2	-10
c1cc(SC2CCCCC2)cc(-c2nc3cnccn3c2NC2CCCCC2)c1	0.0	2	-1	·	-5	·	6	27
C#CCOc1nc2c(c(=O)n(C)c(=O)n2C)n1Cc1ccccc1	-1.7	·	·	·	7	-10	7	10
CSCCC(NS(=O)(=O)c1ccccc1F)C(=O)Nc1cccc(C)n1 (stereo not drawn)	-4.4	-2	4	·	-6	·	3	-13
O=C1Cc2ccccc2C(c2ccc(Cl)cc2)N1 (stereo not drawn)	0.0	11	-1	-16	2	-11	·	7
Cc1nc2cc(C(=O)O)ccc2n1C1CCCCC1	-0.5	-1	-3	-4	·	-6	42	1
O=C(CSc1nnnn1-c1ccccc1)Nc1ncc2c(n1)CC(c1ccccc1)CC2=O (stereo not drawn)	·	0	0	-1	6	3	·	·
COc1ccc2nc(NC(=O)CCNC(=O)c3ccco3)sc2c1	3.3	-2	-1	·	0	·	8	3
Cc1cc(C(=O)Nc2cccc3c2O[C@@H](CN(C)Cc2ccccc2)[C@@H](C)CN([C@@H](C)CO)C3=O)n(C)n1	-0.7	-5	0	41[16.7 µM]	·	·	-1	14
CCOC(=O)c1ccc(NC(=O)c2cc3ccccc3o2)cc1	·	0	0	-4	·	-7	-15	·
COC(=O)Nc1ccc(S(=O)(=O)NCc2ccccn2)cc1	-1.9	1	3	2	-3	5	7	-3
Cc1cc(Nc2ccccc2)n(-c2cccc(Cl)c2)n1	·	0	-2	-2	21	-5	4	·
Cc1ccc(-c2nnc(CN3CCCCC3C)o2)cc1 (stereo not drawn)	1.1	5	2	-9	-10	-5	1	9
O=C(Nc1ccccc1Oc1ccccc1)C1CCCC1	·	1	8	9	18	-17	6	·
